Assay outcomes from PubChem.
N370S GC = qHTS Assay for Inhibitors and Activators of N370S glucocerebrosidase as a Potential Chaperone Treatment of Gaucher Disease; Lysosomal acid glucosylceramidase (Homo sapiens), P04062; N370S GC spleen homogenate, 4MU-glucoside fluorescence; Potency, µM (titrated, usually from 59.4 µM), without a hit: at the top dose activity change, negative = inhibition, hits mostly inhibitors; 0.092% of 330,000 active; AID 2101, 2009; active = well fitted inhibition curve with a large enough effect; inconclusive = small, poorly fitted or top-dose-only effect, or effect the other way, or another doubt; inactive = no such curve, though single readings can be large or run the other way;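 note: 0% = full enzyme activity and -100% = no enzyme basal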
Numbers without * were called inactive; u = inconclusive; & = joins results of further samples; [ ] = remark or other dose. Potency is the fitted concentration of half-maximal effect. Some of the compounds tested; count on the stated rates, not on these rows.

SMILES	N370S GC
c1ccc(CNc2cc(-c3ccoc3)ncn2)cc1	-13%
Cc1cnc(CNc2ccnc(-c3c(C)noc3C)n2)cn1	-4%
COc1cccc(Cn2c(=O)cnc3cncnc32)c1	14%
Cc1c(Cl)cccc1Nc1ncccc1C(=O)OCC(O)CO (stereo not drawn)	2%
COC(=O)N1CCC2(CC1)CCN(C(c1ccccc1)c1ccccc1)CC2	-7%
CN(C)c1ccc(-c2nc(NCCN3CCOCC3)c3ccccc3n2)cc1	-14%
CN(Cc1ccco1)c1ncnc2ccc(-c3ccc4c(c3)OCCO4)cc12	-7%
CC(C)NC(=O)N1CC[C@@]2(CCCN(C(=O)c3cccn3C)C2)C1	15%
N#Cc1ccc2c(c1)C[C@]1(CCCCN3C(=O)c4ccccc4C3=O)Oc3c(c(=O)oc4ccccc34)C2O1	-2%[12.8 µM]
CCCCn1c(C)cc2c(c1=O)C1O[C@](c3ccsc3)(Cc3ccccc31)O2	3%[12.8 µM]
COc1cnc(-c2ccccn2)nc1Oc1cccc(C(F)(F)F)c1	0%
O=C(c1cccc(F)c1)N1CCC[C@@]2(CCN(c3ccccc3)C2)C1	15%
COc1ncc2nc(-c3cc(F)cc(F)c3)c(=O)n(-c3ccccc3)c2n1	8%
COc1ccc(CNc2ccnc(-c3cccnc3)n2)c(OC)c1	u
COCC(=O)N1CCC2(CCCN(C(=O)Nc3cccc(C#N)c3)C2)CC1	1%
CN(Cc1ccco1)c1ncnc2ccc(-c3ccccc3C#N)cc12	-1%
N#Cc1cccc(-c2nc3cnc(N4CCOCC4)nc3n(C3CC3)c2=O)c1	18%
COc1ccc([C@]23Cc4c(ccc5ccccc45)C(O2)C2=C(CC4(CCCCC4)OC2=O)O3)cc1	0%[12.8 µM]
Cn1c2cc(B(O)O)sc2c2cnn(Cc3ccccc3F)c(=O)c21	-13%
Cc1ccc2c(C(=O)CN3CC(C)CC(C)C3)c(C)[nH]c2c1 (stereo not drawn)	-9%
Cc1nc2ccccc2c2oc(C(=O)N3CCc4ccccc43)cc12	-2%
Cc1ccccc1-c1nccc(-n2ccnc2)n1	2%
O=S(=O)(c1ccccc1)N1CCC[C@@]2(CCN(Cc3nccs3)C2)C1	-4%
c1ccc2c(-n3ccnc3)nc(-c3ccoc3)nc2c1	-3%
N#Cc1cccc(-c2nc(NCCN3CCOCC3)c3ccccc3n2)c1	-1%
COCCn1c(=O)cnc2cnc(Oc3cccc(Cl)c3)nc21	4%
CC(C)CN1CCC2(CC1)CCN(S(=O)(=O)c1ccccc1)CC2	-3%
COc1ncc2nc(-c3cn(C)c4ccccc34)c(=O)n(Cc3ccc(F)cc3)c2n1	-20%
C[C@@]12CCC(OC(=O)c3ccccc3)CC1CCc1ccccc12 (stereo partly drawn)	-13%
Cc1ccc(O)c(C(=O)c2cnn(C(=O)COc3ccccc3C#N)c2)c1	2%
O=C(c1ccco1)N1CCC2(CC1)CCN(C(c1ccccc1)c1ccccc1)CC2	-2%
COc1ccc2[nH]cc(CCNc3ncncc3-c3ccccc3Cl)c2c1	-22%
Cc1nc2cnc(OCc3ccccc3)nc2n(CCC#N)c1=O	-1%
Cc1ccc2nc(N3C(=O)C(O)=C(C(=O)c4ccco4)C3c3ccc(O)cc3)sc2c1 (stereo not drawn)	-2%
Cn1cc(-c2nc3cnc(OCc4ccccc4)nc3n(CCC#N)c2=O)c2ccccc21	-11%
CC(=O)N1CCC2(CCN(Cc3ccc(C#N)cc3)CC2)CC1	6%
Cc1noc(C)c1-c1cncnc1N1CCN(C)CC1	3%
CN(C)c1ncc2nc(-c3cc(F)cc(F)c3)c(=O)n(C3CC3)c2n1	27%
CS(=O)(=O)N1CCC2(CCN(Cc3ccc(C#N)cc3)CC2)CC1	-11%
O=C(c1ccco1)N1CCC2(CCCN(c3ccncc3)C2)CC1	-10%
COc1cccc(-c2nccc(NCc3cnc(C)cn3)n2)c1	-7%
CS(=O)(=O)N1CCC2(CC1)CN(C(=O)Nc1cccc(F)c1)C2	-14%
C[C@@H]1OC(OC2CC[C@@]3(C)C(CC[C@@]4(C)C3CC=C3C5CC(C)(C)CC[C@]5(C(=O)OC5OCC(O)[C@@H](O)[C@@H]5OC5O[C@@H](C)[C@H](O[C@H]6OC(CO)C(O)C(O)C6O)C(O)C5O)C(O)C[C@@]34C)C2(C)C)C(O)C(O)[C@H]1OC1OCC(O)C(O)[C@H]1O (stereo partly drawn)	-29%
N[C@@H](Cc1cc(CP(=O)(O)O)cc(-c2ccccc2Cl)c1)C(=O)O	5%&-8%
O=C(c1cccc(F)c1)N1CCC2(CCCN(c3cccc(-c4ccccc4)c3)C2)CC1	-3%
COC(=O)N1CCC2(CCCN(C(=O)Nc3ccccc3)C2)CC1	4%
CN(C)Cc1ccccc1-c1cc(-n2ccnc2)ncn1	-5%
O=C(c1ccco1)N1CCC2(CC1)CCN(c1ccncc1)CC2	4%
COCCn1c(=O)c(CCc2ccccc2)nc2cnc(N3CCNCC3)nc21	-13%
CN1CCN(c2ncc3ncc(=O)n(Cc4ccc(F)cc4)c3n2)CC1	-7%
COc1ccc(NC(=O)N2CC3(CCNCC3)C2)cc1	5%
COc1ccccc1CN1CCC2(CC1)CCN(C(=O)c1cccc(F)c1)CC2	-3%
c1ccc(CSc2nnc3c4ccccc4c4ccccc4c3n2)cc1	-11%
Cc1ccc(S(=O)(=O)N(C)S(=O)(=O)c2ccc(C#N)cc2)cc1	-9%
CCNc1ncc2nc(-c3cccc(C#N)c3)c(=O)n(C)c2n1	u
COc1cccc(-c2nc(NC3CC3)c3ccccc3n2)c1	u
Cc1ccc(S(=O)(=O)c2c[nH]c3cc4c(cc3c2=O)OCO4)cc1	-3%
CC(=O)N1CCC[C@@]2(CCN(C(c3ccccc3)c3ccccc3)C2)C1	19%
N#Cc1ccc(CN2CCCC3(CCN(C(=O)c4ccncc4)CC3)C2)cc1	9%
COc1cccc(-c2cncnc2-n2ccnc2)c1	-1%

The list goes on:
SMILES	N370S GC
COc1ccc(-c2nc3cnc(Nc4cccc(OC)c4)nc3n(CCC#N)c2=O)cc1	-1%
Cn1cccc1C(=O)N1CCC2(CCCN(c3cccc(-c4ccccc4)c3)C2)CC1	6%
c1csc(CNc2ccnc(-c3ccoc3)n2)c1	8%
N#CCCn1c(=O)c(-c2ccc(Cl)cc2)nc2cnc(N3CCNCC3)nc21	u
COCCNc1ccnc(-c2ccccc2C)n1	-23%
c1ccc(CNc2ncncc2-c2cccnc2)cc1	-8%
COCC(=O)N1CCC2(CC1)CN(c1ccccc1)C2	8%
CC(C)CN1CCCC2(CCN(S(=O)(=O)c3ccccc3)CC2)C1	8%
O=c1cnc2cnc(Oc3cccc(Cl)c3)nc2n1C1CC1	-23%
Cc1cccc(CNc2ncnc3ccc(-c4cccc(C)c4)cc23)c1	1%
Cc1ccccc1-c1cc(N2CCNCC2)ncn1	-7%
COCCn1c(=O)c(-c2ccc(OC)cc2)nc2cnc(Oc3ccccc3)nc21	22%
COc1cccc(-c2nccc(NCc3ccccc3OC)n2)c1	u
COc1ccc2[nH]cc(CCNc3ncnc4ccc(-c5ccc6c(c5)OCO6)cc34)c2c1	u
Cc1nc2cnc(N3CCN(C)CC3)nc2n(C2CC2)c1=O	-7%
Nc1c(C(=O)Nc2ccccc2)sc2nc(-c3cccnc3)ccc12	-15%
COCCNc1ncnc2ccc(-c3cccnc3)cc12	-9%
C=Cc1ccc(S(=O)(=O)O)cc1	-9%
CC(=O)N1CCC2(CCCN(C(=O)Nc3cccc(F)c3)C2)CC1	-3%
COc1ccc(-n2c(=O)c(-c3ccc(F)c(F)c3)nc3cncnc32)cc1	6%
CCCCn1c(C)cc2c(c1=O)C1O[C@](c3ccsc3)(Cc3cc(OC)c(OC)cc31)O2	-18%[12.8 µM]
Cc1noc(C)c1-c1cncnc1N(C)Cc1ccco1	-24%
CN(Cc1ccco1)c1ncnc2ccc(-c3ccccc3C(F)(F)F)cc12	-2%
CC1(C)CC(=O)C2=C(C1)O[C@@]1(c3ccsc3)Cc3cc(C#N)ccc3C2O1	-11%[12.8 µM]
Cc1noc(C)c1C(=O)N1CCC[C@@]2(CCN(C(=O)Nc3cccc(C#N)c3)C2)C1	12%
COc1ccc(NC(=O)N2CCCC3(CCNCC3)C2)cc1	4%
O=C(CC(Sc1ccc(Br)cc1)C(=O)O)c1ccc(Br)cc1 (stereo not drawn)	-3%
N#Cc1cccc(-c2cncnc2-n2ccnc2)c1	-8%
Cc1cnc(CNc2cc(-c3cccc(C#N)c3)ncn2)cn1	7%
COc1cccc(Nc2ncc3nc(-c4ccc(Cl)cc4)c(=O)n(CCC#N)c3n2)c1	-9%
CCNc1ncc2nc(-c3ccc(OC)cc3)c(=O)n(C[C@H]3CCCO3)c2n1	11%
COc1ccccc1CN1CCC2(CC1)CCN(C(=O)c1c(C)noc1C)CC2	-2%
CNc1nc(-c2ccoc2)nc2ccccc12	-7%
Cc1noc(C(=O)Nc2ccc(Cl)cc2)c1Cl	-9%
Cc1noc(C)c1C(=O)N1CCC[C@@]2(CCN(c3ncccn3)C2)C1	-3%
O=C(Nc1ccccc1)N1CC[C@@]2(CCCN(C(=O)c3ccco3)C2)C1	23%
O=c1c(O)c(-c2ccc(O)c(O)c2)oc2c(OC[C@@H]3O[C@@H](O)[C@@H](O)[C@H](O)[C@H]3O)c(O)cc(O)c12	3%
COc1ccc(NC(=O)N2CC3(CCN(S(C)(=O)=O)CC3)C2)cc1	17%
COc1cccc(-c2cc(NCc3cccnc3)ncn2)c1	-13%
COc1cccc(Nc2ncc3nc(-c4ccc(Cl)cc4)c(=O)n(C4CC4)c3n2)c1	1%
COc1ccc(-c2nc3cnc(Oc4ccccc4)nc3n(C3CC3)c2=O)cc1	17%
COc1ccc(-c2nc3cnc(N(C)C)nc3n(-c3ccccc3)c2=O)cc1	21%
O=C(Nc1ncccn1)c1ccc([N+](=O)[O-])cc1Cl	-5%
O=c1c(CCc2ccccc2)nc2cncnc2n1C1CC1	3%
COc1ccc(C(=O)N2CCC[C@@]3(CCN(Cc4ccccc4)C3)C2)cc1	-20%
N#CCCn1c(=O)c(-c2ccc(Cl)cc2)nc2cnc(OCc3ccccc3)nc21	3%
CC(=O)N1CCC2(CC1)CCN(C(=O)Nc1cccc(F)c1)CC2	-8%
O=c1c(-c2cccc(Cl)c2)nc2cncnc2n1Cc1ccc(F)cc1	9%
O=c1c(CCc2ccccc2)nc2cnc(N3CCOCC3)nc2n1Cc1ccc(F)cc1	18%
COc1cc2c(cc1OC)C1O[C@](CCCCN3C(=O)c4ccccc4C3=O)(C2)OC2=C1C(=O)CC(C)(C)C2	0%[12.8 µM]
COc1ccc(-c2nc3cnc(N4CCOCC4)nc3n(CCC#N)c2=O)cc1	3%
